Source: PubChem BioAssay
Pf gametocyte = inhibitors of late stage P. falciparum gametocyte viability; P. falciparum stage V gametocytes, ATP luminescence, 24 h; inhibition, % at 10.9 µM; actives 0.065% (n = 150,000);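 active means inhibition above the mean plus 3 SD of compounds within the control limits, set per campaign, cut at about 38% in these data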;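 further: 0% = DMSO wells and 100% = medium only without gametocytes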
Mcl1 Noxa PPI = Mcl-1/Noxa interaction inhibition; Q07820; TR-FRET Mcl-1/Noxa peptide binding, 2 h; inhibition, % at 21.7 µM; actives 1.5% (n = 220,000); AID 1022;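 active means compounds that cut the protein-peptide binding signal by more than 50% relative to plate controls in a single-dose test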;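 further: His-tagged Mcl-1 with rhodamine Noxa BH3 peptide and terbium anti-His antibody; 0% = Mcl-1 plus Noxa peptide wells and 100% = peptide-only wells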
Target sequence (Q07820 whole entry, looked up): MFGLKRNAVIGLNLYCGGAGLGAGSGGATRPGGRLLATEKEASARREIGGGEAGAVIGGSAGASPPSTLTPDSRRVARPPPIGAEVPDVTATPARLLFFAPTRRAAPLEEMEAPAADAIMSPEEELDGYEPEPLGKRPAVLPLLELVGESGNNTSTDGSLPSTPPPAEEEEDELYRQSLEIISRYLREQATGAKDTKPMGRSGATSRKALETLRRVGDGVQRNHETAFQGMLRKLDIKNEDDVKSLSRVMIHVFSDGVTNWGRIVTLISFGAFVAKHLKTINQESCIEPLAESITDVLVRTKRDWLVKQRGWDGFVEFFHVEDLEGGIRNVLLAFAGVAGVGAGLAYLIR
Rab2 wt GTP = changes GTP binding to wildtype dog Rab2A, up or down; P61105; GST-Rab2 wt beads, Bodipy-GTP binding, flow cytometry; GTP binding activity, % at 10 µM; actives 0.19% (n = 190,000); AID 760;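 active means GTP binding activity at least 20 points away from 100%, either lowered or raised; inconclusive means signal likely due to the compound's own green fluorescence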;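 further: 0% = beads with excess unlabeled GTP and 100% = no-compound control corrected for plate trend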
Mcl1 Bid PPI = disrupts binding of human Mcl-1 to Bid peptide; Q07820; inhibition, % at 21.7 µM; actives 0.97% (n = 220,000); TR-FRET Mcl-1/Bid-Dy647 peptide binding, 1536-well;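 active means compounds that cut the binding signal by more than half at the single screening dose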;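 further: His-tagged Mcl-1 with europium anti-His antibody binding Bid BH3 peptide; 0% = Mcl-1 plus peptide wells and 100% = peptide-only wells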
Avidin fluor = avidin bead compound fluorescence profile; Avidin beads, compound fluorescence 488/530 nm, flow cytometry; hits give high values; fluorescence (KMESF) at 10 µM; actives 0.38% (n = 220,000); AID 1775; in the data active means fluorescence above about 47; further: inactives centre near 10
Rab7 wt modul = alters GTP binding to wildtype dog Rab7; GST-Rab7 beads, fluorescent GTP binding, flow cytometry; actives lie on both sides; untreated = 100%, excess cold GTP = 0%; GTP binding activity (percent of control), % at 10 µM; actives 0.055% (n = 190,000); AID 758;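 active means fluorescent GTP binding to Rab7 beads changed by at least 20 points from the 100% baseline, either direction, mostly lower; inconclusive means compound itself probably fluorescent, or too few beads counted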;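 further: median green fluorescence of bound Bodipy-FL-GTP per Rab7 bead population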
Bim-Mcl-1 = human Bim-Mcl-1 interaction inhibition | Q07820 | Bead-based flow cytometry, Bim peptide-Mcl-1 binding | inhibition, % at 10 µM | actives 0.1% (n = 190,000) | AID 1009; in the data active means inhibition above about 40%;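 further: 0% = no compound tracer wells and 100% = peptide blocker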
Rac1 mut GTP = modulators of GTP binding to human Rac1 activated mutant | P63000 | GST-Rac1 activated beads, fluorescent GTP binding, flow cytometry; actives lie on both sides; 100% means binding = to untreated wells | percent activity (GTP binding), % at 10 µM | actives 0.11% (n = 190,000) | AID 764;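 active means GTP binding at least 20 percentage points away from the 100% baseline, in either direction, so actives lie on both sides; inconclusive means Compound likely fluorescent itself, or too few beads counted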
HRas wt GTP = changes GTP binding to wildtype human HRas; GST-Ras wt beads, Bodipy-FL-GTP binding, flow cytometry; actives lie on both sides; actives 0.14% (n = 190,000); GTP binding activity, % at 10 µM;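 active means GTP binding activity at least 20% away from the 100% baseline, either lowered as inhibitor or raised as activator; inconclusive means flagged as likely green fluorescent, judged across all proteins in the well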;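 further: 0% = unlabeled GTP competition control and 100% = no-compound control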
Target sequence (P01112 whole entry, looked up): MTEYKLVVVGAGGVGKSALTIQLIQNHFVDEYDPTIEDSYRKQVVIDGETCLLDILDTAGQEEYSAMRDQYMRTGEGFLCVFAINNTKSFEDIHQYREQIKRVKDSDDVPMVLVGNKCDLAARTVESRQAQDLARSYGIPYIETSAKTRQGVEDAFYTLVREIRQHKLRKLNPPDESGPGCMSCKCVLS
Cdc42 wt = modulators (inhibitors or activators) of GTP binding to human Cdc42 wildtype; P60953; actives 0.2% (n = 190,000); GST-Cdc42 beads, Bodipy-GTP binding, flow cytometry; actives lie on both sides; percent activity (GTP binding), % at 10 µM; AID 761;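 active means percent activity GTP binding at least 20 points away from the 100% baseline, either down as inhibitor or up as activator; inconclusive means compound flagged as likely green fluorescent from well-wide comparison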;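 further: median bead fluorescence of bound Bodipy-FL-GTP at 100 nM; 0% = excess unlabeled GTP control and 100% = no compound control; below 100% means less GTP binding so inhibitor and above means activator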
Target sequence (P60953 whole entry, looked up): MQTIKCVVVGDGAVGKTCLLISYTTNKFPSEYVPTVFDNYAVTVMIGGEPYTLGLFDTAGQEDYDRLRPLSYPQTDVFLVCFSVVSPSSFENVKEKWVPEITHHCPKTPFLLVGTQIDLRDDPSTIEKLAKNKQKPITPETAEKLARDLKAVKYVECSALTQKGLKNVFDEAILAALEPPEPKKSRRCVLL
Rac1 wt GTP bind = human Rac1 wildtype GTP binding, inhibitors and activators | GST-Rac1 beads, fluorescent GTP binding, flow cytometry; actives lie on both sides; 0 = cold GTP competed, 100 = untreated | GTP binding activity (% of control), % at 10 µM | actives 0.27% (n = 190,000);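 active means GTP binding activity at least 20 points away from the 100% control level, either lower or higher; inconclusive means compound flagged as likely green fluorescent, judged across all proteins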
Numbers without * were called inactive; u = inconclusive; x = no result given.

SMILES	Pf gametocyte	Mcl1 Noxa PPI	Rab2 wt GTP	Mcl1 Bid PPI	Avidin fluor	Rab7 wt modul	Bim-Mcl-1	Rac1 mut GTP	HRas wt GTP	Cdc42 wt	Rac1 wt GTP bind
COc1ccc(Cl)cc1NC(=O)CN1C(=O)CCS(=O)(=O)c2ccccc21	x	0	102	-1	25	102	0	99	101	106	109
CN1CCN(C(=O)C2=C[C@H](c3ccc(Br)cc3)C[C@H](OCCCCO)O2)CC1	x	-17	97	-9	6	105	0	97	96	93	98
CCCOc1cccc(-c2cc(C(=O)NN)c3ccccc3n2)c1	-1	12	98	-25	2	100	-6	100	97	98	108
CCOCCCNC(=O)CN1C(=O)/C(=C/c2ccccc2)Sc2ccccc21	x	5	96	9	5	96	-4	98	96	96	97
CN(c1ccccc1)S(=O)(=O)c1cccc(C(=O)OCC(=O)NCc2ccc3c(c2)OCO3)c1	-26	-1	97	0	7	100	-2	95	100	100	100
Cc1cnn(-c2cc(N/N=C/c3ccc(F)cc3)ncn2)c1	x	16	100	3	24	101	-5	97	98	98	98
COc1ccccc1NC(=S)NC(=O)/C=C/c1cccs1	17	5	99	-19	5	109	-5	95	98	96	99
CC1=CC2=NC(=O)/C(=C\c3ccc(-c4ccc(Cl)cc4)o3)C(=N)N2O1	-1	15	106	3	208*	100	-3	103	104	102	107
CCCC(=O)Nc1ccc(C(=O)NCCc2ccc(F)cc2)cc1	9	8	99	-27	31	100	-6	101	99	105	104
CN(CC(=O)N1CCN(c2ccc(F)cc2)CC1)S(=O)(=O)c1ccc(F)cc1	x	2	96	-65	5	98	0	99	100	99	99

Printed as active in Avidin fluor (from the list above):
| smiles | Mcl1 Noxa PPI | Rab2 wt GTP | Mcl1 Bid PPI | Avidin fluor | Rab7 wt modul | Bim-Mcl-1 | Rac1 mut GTP | HRas wt GTP | Cdc42 wt | Rac1 wt GTP bind |
| --- | --- | --- | --- | --- | --- | --- | --- | --- | --- | --- |
| CC1=CC2=NC(=O)/C(=C\c3ccc(-c4ccc(Cl)cc4)o3)C(=N)N2O1 | 15 | 106 | 3 | 208* | 100 | -3 | 103 | 104 | 102 | 107 |

(further entries)
SMILES	Pf gametocyte	Mcl1 Noxa PPI	Rab2 wt GTP	Mcl1 Bid PPI	Avidin fluor	Rab7 wt modul	Bim-Mcl-1	Rac1 mut GTP	HRas wt GTP	Cdc42 wt	Rac1 wt GTP bind
COc1ccc2nc(SCC(=O)Nc3ccc(S(=O)(=O)N4CCCC4)cc3)c(C#N)cc2c1	-17	-240	99	-30	6	97	0	100	100	101	106
COc1ccc(C2=NN3C(=O)c4c(ccc(OC)c4OC)C3C2)cc1 (centres undefined)	x	6	96	-13	7	95	0	97	98	98	99
C/C(CC(=O)Nc1c(C)cc(C)cc1C)=N\NC(=O)OC(C)(C)C	x	3	99	-2	11	96	2	100	100	102	102
O=S(=O)(CC(CN1CCCCC1)N1CCCCC1)c1ccccc1 (centres undefined)	13	26	99	-61	14	105	2	94	99	98	100
O=c1c(Cl)cc(Cl)nn1-c1ccccc1	-2	-5	98	-28	3	97	-5	101	101	102	102
Cc1nc(N2CCN(C)CC2)c2c(C)c(C(=O)Nc3ccc(C)c(F)c3)sc2n1	5	10	100	-8	9	98	-3	96	97	99	105
Cc1cc(C)n2nc(SCc3nnc(-c4ccccc4Br)o3)nc2n1	23	26	95	1	21	103	-2	94	98	93	94
CC(NC(=O)COc1ccccc1)C(=O)OCC(=O)c1cc2ccccc2o1 (centres undefined)	-1	32	101	-3	9	106	0	97	100	98	101
O=C(NCc1ccccc1)Nc1cccn(Cc2ccccc2F)c1=O	x	4	102	-13	14	104	0	98	102	101	102
COc1ccc(S(=O)(=O)N2CCN(C)CC2)cc1Br	x	-5	103	12	12	100	-1	101	102	103	109
CCCN(Cc1cc2ccc(C)cc2[nH]c1=O)C(=O)c1cccnc1	x	-5	100	-9	16	97	-1	103	102	105	104
O=C(N/N=C/c1sc(=O)n(-c2ccccc2)c1Cl)c1ccncc1	-9	-1	u	-40	7	u	-1	u	u	u	u
O=C(c1cccnc1Cl)N1CCOCC1	-4	12	96	-31	9	94	0	98	96	96	99
CCn1nnnc1SCC(=O)Nc1nc2ccccc2s1	7	-5	98	-35	12	103	0	96	100	96	100
CCOC(=O)N1c2ccccc2C=CC1OCC (centres undefined)	x	-3	99	-2	7	91	1	100	102	104	101
COc1ccc(OC)c2[nH]c(=O)c(CCNC(=O)C(=O)c3c[nH]c4ccccc34)cc12	x	9	96	-1	26	105	0	97	97	93	99
Cc1c(Cc2c(Cl)cccc2Cl)c(=O)ccn1C(C)c1ccccc1 (centres undefined)	x	6	105	-11	7	107	0	100	104	106	106
CC(=O)OCc1c(F)c(F)c(-n2nc(C)cc2C)c(F)c1F	1	-19	102	0	32	102	-2	100	101	105	103
O=C(CSc1nnc(-c2ccc(Cl)cc2)n1-c1ccccc1)N/N=C/c1ccccc1C(=O)O	26	13	93	-5	10	101	-1	92	95	96	93
Cc1ccc(Cn2nnc3c(=O)n(Cc4cccc(C)c4)cnc32)cc1	x	-3	99	6	12	99	-2	98	100	100	99
Cc1ccc(C)c(NC(NC(=O)c2cccnc2)C(Cl)(Cl)Cl)c1 (centres undefined)	x	-12	101	-12	5	100	12	99	101	103	102
O=C(Nc1ccnc(-c2cccnc2)n1)c1ccccc1Cl	10	9	103	-9	8	101	1	99	102	103	102
CCOc1ccccc1NS(=O)(=O)c1cccc2nsnc12	x	4	91	14	10	90	-2	91	94	95	90
CCc1ccc(C(=O)NNC(=O)CCN2CCN(Cc3ccccc3)CC2)cc1	-12	-52	99	-2	11	95	-1	98	99	102	103
O=C1CCCC2=C1C(c1ccncc1)Nc1ccccc1N2 (centres undefined)	-6	-8	98	-72	21	97	-4	98	98	106	103
CCOC(=O)Oc1ccc(C(=O)OCCCN(C)C)cc1OC	6	0	101	-12	4	105	-3	101	103	99	106
CC(=O)c1ccc(OCC(=O)NCC(c2ccco2)N2CCCCC2)cc1 (centres undefined)	10	9	93	2	5	100	0	99	98	96	103
COc1ccccc1-n1c(CNC(=O)c2ccco2)nnc1SCC(=O)Nc1cc(C)ccc1C	x	4	104	-23	13	94	0	101	104	105	102
C[C@@H](C(=O)Nc1ccc2ccccc2c1)[C@@H]1C[C@@]1(C)[C@@H](NC(=O)c1ccccc1)c1ccccc1	-43	11	99	-1	12	96	-5	101	101	101	107
S=C(c1cn(CCOc2cccc3ccccc23)c2ccccc12)N1CCCC1	-9	-64	98	-48	3	97	-5	100	99	95	100
CCOC(=O)c1ccc(S(=O)(=O)Nc2cc(C(=O)O)ccc2Cl)cc1	x	2	93	-21	11	102	1	89	94	91	93
O=C(c1ccccc1)N1CCC(c2nc3c(nnn3Cc3ccccc3Cl)c(=O)[nH]2)CC1	26	4	104	-6	15	102	-3	98	100	100	105
CCOC(=O)c1cnc(-n2nc(C)cc2C)nc1Nc1cccc(C(=O)O)c1	4	7	97	0	6	101	0	98	100	98	101
O=C(CCc1ccccc1)NCc1ccccn1	-8	-76	99	-71	10	91	-9	97	96	97	99
O=C1c2ccccc2C(=O)N1CCCP(=O)(O)CCc1ccccc1	-4	15	98	7	8	96	0	95	95	96	95
Cc1ccc(/C=C2\SC(=S)N(CC(=O)Nc3cccnc3)C2=O)cc1	x	-4	94	-14	10	90	-3	92	94	92	93
CCN(CC)CCCNCC(=O)Nc1cc(C)on1	-18	13	101	15	10	108	1	96	101	99	103
O=[N+]([O-])c1ccc2nc(-c3ccccc3)[nH]c2c1	15	10	98	11	3	98	-3	99	101	102	105
N#C/C(=C/c1cn[nH]c1-c1ccc(Br)cc1)C(=O)O	-5	0	93	-7	5	104	0	92	90	88	88
CCOc1ccc(N2C(=O)CC(n3ccc(C)n3)C2=O)cc1 (centres undefined)	x	-5	100	0	4	95	x	98	98	98	100

Full records, looked up by structure:
C/C(CC(=O)Nc1c(C)cc(C)cc1C)=N\NC(=O)OC(C)(C)C across the screens: Pf gametocyte = x; Mcl1 Noxa PPI = 3; Rab2 wt GTP = 99; Mcl1 Bid PPI = -2; Avidin fluor = 11; Rab7 wt modul = 96; Bim-Mcl-1 = 2; Rac1 mut GTP = 100; HRas wt GTP = 100; Cdc42 wt = 102; Rac1 wt GTP bind = 102
CCc1ccc(C(=O)NNC(=O)CCN2CCN(Cc3ccccc3)CC2)cc1 across the screens: Pf gametocyte = -12; Mcl1 Noxa PPI = -52; Rab2 wt GTP = 99; Mcl1 Bid PPI = -2; Avidin fluor = 11; Rab7 wt modul = 95; Bim-Mcl-1 = -1; Rac1 mut GTP = 98; HRas wt GTP = 99; Cdc42 wt = 102; Rac1 wt GTP bind = 103

More entries follow.
SMILES	Pf gametocyte	Mcl1 Noxa PPI	Rab2 wt GTP	Mcl1 Bid PPI	Avidin fluor	Rab7 wt modul	Bim-Mcl-1	Rac1 mut GTP	HRas wt GTP	Cdc42 wt	Rac1 wt GTP bind
O=C(CSc1n[nH]c(=O)[nH]c1=O)NC1CC1	3	14	95	-11	11	100	1	95	97	95	98
O=C(CN1C(=O)NC2(CCCCC2)C1=O)NCc1ccc2c(c1)OCO2	-6	3	98	-25	10	102	1	93	99	96	96
COc1cc(C(=O)N2CCN(C/C=C/c3ccccc3)CC2)cc(OC)c1C	-5	7	95	-5	8	99	-5	96	95	100	100
Cc1cccc(OCc2nnc(N)s2)c1	20	-10	101	-5	25	99	-2	99	100	100	104
CCOC(=O)C1=NN(C(=O)COc2ccccc2)C(O)(c2ccc(Br)cc2)C1 (centres undefined)	-5	12	u	-33	6	u	-3	u	u	u	u
Cc1cc(C)nc(N2CCC(C(=O)N3CCN(c4cc(Cl)ccc4C)CC3)CC2)n1	x	-3	96	-17	17	95	0	98	96	98	98
C[n+]1cc(C(=O)N2CCCCC2)ccc1/C=C/c1c[nH]c2ccccc12	-10	-146	100	-47	14	107	0	100	103	103	106
